Assay outcomes deposited in PubChem by several laboratories.
PDI inh – blocks human protein disulfide isomerase activity | 350,000 tested, 0.052% active | inhibition, % at 10 µM | PDI insulin aggregation turbidity, A650, 90 min | AID 588391 | P07237;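 active means mean inhibition across replicates of 30% or more, whatever share of single replicates reach that level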;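 further: absorbance from insulin aggregation driven by PDI reduction with DTT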
m5-HT2A agonist – activates the mouse 5-HT2A serotonin receptor. CHO-K1 mHTR2A beta-arrestin complementation, luminescence; percent of 30 µM serotonin response. activation, % at 7.6 µM. 360,000 tested, 0.66% active. AID 624169;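 active means activation above a run cutoff, the mean activation of all tested compounds plus 3 SD, cut at about 14% in these data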;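 further: 0% = plate median of compound wells and 100% = 30 µM serotonin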
CaV13 FRET inh – Disruptors of the CACNA1D IQ motif to Ca2+-dependent inactivation inhibitor domain association, primary screening, Förster resonance energy transfer in intact living …; HEK cells, CFP/YFP FRET ICDI-IQ, plate reader, 10 min; percent FRET-ratio fall versus neutral wells; inhibition, % at 12.3 µM; 340,000 tested, 0.098% active; AID 743397;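 active means mean replicate inhibition of at least 30% and at least 1% of replicates passing that level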;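 further: 0% = median of the neutral control wells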
ABCB6 inh 2 – human ABCB6 transporter inhibition; Q9NP58; K562-ABCB6 porphyrin accumulation, flow cytometry, 1 h; stronger effect = lower value; fluorescence ratio to DMSO, % at 10 µM; 360,000 tested, 0.19% active; AID 602162;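 active means fluorescence ratio to DMSO below 75%, the collection mean minus 3 SD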;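 further: signal is porphyrin accumulated inside mitochondria; 100% equals median channel fluorescence of DMSO control wells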
Target sequence (Q9NP58 whole entry, looked up): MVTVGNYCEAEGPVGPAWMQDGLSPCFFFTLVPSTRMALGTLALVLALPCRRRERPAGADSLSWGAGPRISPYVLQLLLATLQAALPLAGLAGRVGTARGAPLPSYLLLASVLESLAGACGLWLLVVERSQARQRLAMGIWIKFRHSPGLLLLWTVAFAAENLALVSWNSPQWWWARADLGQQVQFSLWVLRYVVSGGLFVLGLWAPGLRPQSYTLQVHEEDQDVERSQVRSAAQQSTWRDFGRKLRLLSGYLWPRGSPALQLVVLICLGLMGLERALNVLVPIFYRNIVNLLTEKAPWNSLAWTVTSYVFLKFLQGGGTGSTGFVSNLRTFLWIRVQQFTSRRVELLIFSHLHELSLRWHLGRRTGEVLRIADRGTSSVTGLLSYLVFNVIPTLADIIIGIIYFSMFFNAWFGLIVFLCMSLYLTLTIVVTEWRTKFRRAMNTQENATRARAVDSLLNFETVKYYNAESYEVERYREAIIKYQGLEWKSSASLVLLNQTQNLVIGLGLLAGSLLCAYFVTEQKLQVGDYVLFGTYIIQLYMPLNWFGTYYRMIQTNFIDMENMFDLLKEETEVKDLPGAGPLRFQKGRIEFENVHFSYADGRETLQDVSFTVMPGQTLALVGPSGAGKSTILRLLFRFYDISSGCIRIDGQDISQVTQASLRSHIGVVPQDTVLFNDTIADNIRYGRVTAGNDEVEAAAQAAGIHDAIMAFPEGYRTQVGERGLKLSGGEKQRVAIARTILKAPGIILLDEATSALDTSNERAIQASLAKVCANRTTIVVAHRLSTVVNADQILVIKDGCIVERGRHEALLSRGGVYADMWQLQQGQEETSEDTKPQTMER
Cardio protect – protects H9c2 cardiomyocytes from peroxide injury. H2O2 injury protection, ATPLite, 2 h. protection from H2O2 cell death, % at 20 µM. 360,000 tested, 0.63% active. AID 588492;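 active means compounds giving at least 50% protection of heart cells from peroxide-induced death in the single-dose screen, raw or plate-pattern-corrected value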;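 further: 0% = DMSO wells with peroxide and 100% = DMSO wells without peroxide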
Granule exo inh – lytic granule exocytosis inhibition. TALL-104 LAMP-1 surface exposure, flow cytometry; cells stimulated with thapsigargin and PMA. inhibition, % at 10 µM. 360,000 tested, 0.66% active;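 active means inhibition above about 55%, limit read from the data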
hiPSC survival – enhancers of human iPSC single-cell survival | AID 602274 | 360,000 tested, 0.044% active | survival enhancement, % at 20 µM | hiPSC single-cell survival, ATPlite luminescence; 100% = ROCK inhibitor wells, 0% = DMSO; in the data active means survival enhancement above about 18%;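 further: cells exposed to compounds for 16 hours before the ATP read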
Glyco luc inh – blocks N-linked glycosylation in D54 reporter cells. D54 ERlucT glycosylation luciferase reporter, 24 h; percent of 100 nM tunicamycin response. reporter increase, % at 12.5 µM. 360,000 tested, 0.23% active. AID 588692;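 active means mean luciferase reporter signal, scaled so untreated is 0 and the glycosylation-blocking control 100, at or above a set limit in every replicate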;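 further: luciferase carries N-glycosylation sites so blocking glycosylation raises the light; 0% = median of neutral control wells and 100% = median of 100 nM tunicamycin wells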
Vif imaging – inhibitors of HIV Vif | inhibition, % at 7.49 µM | 340,000 tested, 0.35% active | HEK293T cells, Vif self-association by quenched fluorescence, imaging, 24 h | AID 602346; in the data active means inhibition above about 50%, passing the limit was not always enough; further: some results filed as inactive read as strong as hits
aDG glyco up – alpha-DG glycosylation activation | activation, % at 10 µM | 360,000 tested, 0.22% active | Pro5-aDG cells, alpha-DG glycosylation AlphaScreen (IIH6); 0% Pro5, 100% B10-LARGE cell signal;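 active means activation of at least 8% versus controls, or a plate z-score of at least 8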;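 further: Pro5 are CHO cells carrying HIG-tagged alpha-DG that lacks glycosylation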
Numbers without * were called inactive.

How did Cc1ccc(-c2cc(C(=O)N3CCN(c4ncccn4)CC3)c3cc(Br)ccc3n2)o1 do in these assays?
PDI inh: 8; m5-HT2A agonist: 5; CaV13 FRET inh: 0; ABCB6 inh 2: 104; Cardio protect: -13; Granule exo inh: 34; hiPSC survival: -0.3; Glyco luc inh: 2; Vif imaging: 0; aDG glyco up: -0.9

Results for Cc1cc(C)cc(N(C(=O)c2nsc(Cl)c2Cl)C(C(=O)NC2CCCC2)c2ccc(O)cc2)c1 (centres undefined) ?
PDI inh: 1; m5-HT2A agonist: -4; CaV13 FRET inh: -5; ABCB6 inh 2: 100; Cardio protect: -16; Granule exo inh: -5; hiPSC survival: 0.1; Glyco luc inh: -13; Vif imaging: -8; aDG glyco up: 1.3

What do the screens show for `C/C(=N\NC(=O)c1ccn[nH]1)c1cn(C)nc1C`?
PDI inh: -3; m5-HT2A agonist: 5; CaV13 FRET inh: -5; ABCB6 inh 2: 102; Cardio protect: -1; Granule exo inh: 3; hiPSC survival: -1.5; Glyco luc inh: -1; Vif imaging: 0; aDG glyco up: 0.0

How did O=C(NCC1CCCO1)c1ccc(Cl)c(S(=O)(=O)N2CCOCC2)c1 (centres undefined) do in these assays?
PDI inh: -6; m5-HT2A agonist: 0; CaV13 FRET inh: -6; ABCB6 inh 2: 98; Cardio protect: -2; Granule exo inh: 6; hiPSC survival: 0.5; Glyco luc inh: 1; Vif imaging: 9; aDG glyco up: -0.2

How did O=C(O)COc1ccc2c(c1)CCCC2 do in these assays?
PDI inh: -12; m5-HT2A agonist: -3; CaV13 FRET inh: -9; ABCB6 inh 2: 101; Cardio protect: 3; Granule exo inh: -7; hiPSC survival: -0.1; Glyco luc inh: 2; aDG glyco up: -0.1

Results for O=C(Nc1ccccc1)N1CCCN(Cc2c(F)cccc2Cl)CC1 ?
PDI inh: -3; m5-HT2A agonist: -3; CaV13 FRET inh: -5; ABCB6 inh 2: 90; Cardio protect: 2; Granule exo inh: 9; hiPSC survival: 0.6; Glyco luc inh: 1; Vif imaging: -1; aDG glyco up: 0.0

How did CC(NCC(O)COc1ccc(Br)cc1)c1ccccc1 (centres undefined) do in these assays?
PDI inh: 0; m5-HT2A agonist: -3; CaV13 FRET inh: -3; ABCB6 inh 2: 99; Cardio protect: 10; Granule exo inh: -1; hiPSC survival: -0.7; Glyco luc inh: -1; Vif imaging: -1; aDG glyco up: 0.1

How did COC(=O)CN(c1ccc2c(c1)OCO2)S(=O)(=O)c1c(C)[nH]c(=O)[nH]c1=O do in these assays?
PDI inh: -3; CaV13 FRET inh: -3; ABCB6 inh 2: 97; Cardio protect: 7; Granule exo inh: 0; hiPSC survival: 0.6; Glyco luc inh: 3; Vif imaging: 5; aDG glyco up: -0.1

How did CCC(=O)c1ccc(OCC(=O)OCc2csc(CC(=O)Nc3ccccc3C)n2)cc1 do in these assays?
PDI inh: -10; m5-HT2A agonist: 19*; CaV13 FRET inh: -19; ABCB6 inh 2: 78; Cardio protect: -4; Granule exo inh: -10; hiPSC survival: 5.2; Glyco luc inh: 1; Vif imaging: 9; aDG glyco up: -0.3

How did CCOc1ccc(C(=O)Nn2cnnc2)cc1OCC do in these assays?
PDI inh: -1; m5-HT2A agonist: 4; CaV13 FRET inh: -2; ABCB6 inh 2: 93; Cardio protect: 4; Granule exo inh: -4; hiPSC survival: -0.5; Glyco luc inh: 1; Vif imaging: -3; aDG glyco up: -0.1

How did COc1cc(-c2cnc3c(NC=O)cc(-c4ccc(S(C)(=O)=O)cc4)cn23)cc(OC)c1OC do in these assays?
PDI inh: -7; m5-HT2A agonist: 6; CaV13 FRET inh: -5; ABCB6 inh 2: 100; Cardio protect: 23; Granule exo inh: 3; hiPSC survival: -0.7; Glyco luc inh: 5; Vif imaging: 35; aDG glyco up: -0.2

What do the screens show for `CCCCCCCCCc1conc1C(=O)CP(=O)(OC)OC`?
m5-HT2A agonist: 3; CaV13 FRET inh: -11; Granule exo inh: 2; aDG glyco up: -0.1

How did CN(CCc1ccccc1)C(=O)c1ccc(NC(=O)Cc2ccc(NC(=O)C3CCCN(C(=O)CCc4ccccc4)C3)cc2)cc1 (centres undefined) do in these assays?
PDI inh: 6; m5-HT2A agonist: 0; CaV13 FRET inh: -5; ABCB6 inh 2: 97; Cardio protect: -22; Granule exo inh: 4; hiPSC survival: -2.0; Glyco luc inh: -1; Vif imaging: -12; aDG glyco up: 0.7

How did O=C(Cn1nnc2ccccc21)NNC(=S)NC1CCCCC1 do in these assays?
PDI inh: 0; m5-HT2A agonist: -1; CaV13 FRET inh: 6; ABCB6 inh 2: 97; Cardio protect: 12; Granule exo inh: -3; hiPSC survival: -0.7; Glyco luc inh: 0; Vif imaging: 15; aDG glyco up: -0.4

What do the screens show for `Cc1nc2[nH]c(=S)[nH]c2c(=O)[nH]1`?
PDI inh: 3; m5-HT2A agonist: 2; CaV13 FRET inh: -6; ABCB6 inh 2: 102; Cardio protect: -1; Granule exo inh: 39; hiPSC survival: -0.3; Glyco luc inh: 2; Vif imaging: 10; aDG glyco up: 0.2

Results for COc1cc(-c2nc3ccccn3c2/N=C/c2ccccc2)ccc1O ?
PDI inh: -5; m5-HT2A agonist: 1; ABCB6 inh 2: 97; Cardio protect: 1; Granule exo inh: -2; hiPSC survival: 0.3; Glyco luc inh: 4; aDG glyco up: 0.0

Results for Cc1cc(=O)[nH]c(SCc2nnc(-c3ccccc3)o2)n1 ?
PDI inh: 3; m5-HT2A agonist: -3; CaV13 FRET inh: -1; ABCB6 inh 2: 103; Cardio protect: 1; Granule exo inh: 2; hiPSC survival: 2.1; Glyco luc inh: 0; Vif imaging: 2; aDG glyco up: 0.0

Results for COc1cc(C2C3C(C)N(C)C(=O)N(C)C3N(C)C(=O)N2C)ccc1O (centres undefined) ?
PDI inh: 12; m5-HT2A agonist: -1; CaV13 FRET inh: -5; ABCB6 inh 2: 102; Cardio protect: 7; Granule exo inh: -2; hiPSC survival: 0.5; Glyco luc inh: 2; Vif imaging: 1; aDG glyco up: 0.0

How did COC(=O)c1ccc(-n2nnnc2SCC(=O)NCc2cccc(C(=O)O)c2)cc1 do in these assays?
PDI inh: 1; m5-HT2A agonist: 11; CaV13 FRET inh: -5; ABCB6 inh 2: 99; Cardio protect: -1; Granule exo inh: -4; hiPSC survival: -0.8; Glyco luc inh: 0; Vif imaging: 2; aDG glyco up: -0.1

How did CC(NC(=O)C(Cc1ccccc1)=NO)c1ccccc1 (centres undefined) do in these assays?
PDI inh: 2; m5-HT2A agonist: -5; CaV13 FRET inh: -5; ABCB6 inh 2: 98; Cardio protect: -8; Granule exo inh: 3; hiPSC survival: -1.9; Glyco luc inh: 1; Vif imaging: 2; aDG glyco up: 0.2

Results for O=C(NCC(c1ccc(F)cc1)N1CCOCC1)c1cccc(Br)c1 (centres undefined) ?
PDI inh: -6; m5-HT2A agonist: -3; CaV13 FRET inh: -6; ABCB6 inh 2: 94; Cardio protect: -6; Granule exo inh: 1; hiPSC survival: -0.5; Glyco luc inh: 1; Vif imaging: 3; aDG glyco up: 1.3

What do the screens show for `CCc1nnc(NC(=O)CSc2ncnc3scc(-c4ccc(C)cc4)c23)s1`?
PDI inh: -8; m5-HT2A agonist: 2; CaV13 FRET inh: -7; ABCB6 inh 2: 101; Cardio protect: -6; Granule exo inh: 3; hiPSC survival: 11; Glyco luc inh: 0; Vif imaging: -18; aDG glyco up: -0.3

How did C(/C=C/C=C/Nc1ccccc1)=Nc1ccccc1 do in these assays?
PDI inh: -2; m5-HT2A agonist: -1; CaV13 FRET inh: -4; ABCB6 inh 2: 102; Cardio protect: 0; Granule exo inh: -2; hiPSC survival: -0.9; Glyco luc inh: 5; Vif imaging: 5; aDG glyco up: -0.2

Results for Cc1nc2sc(C(c3ccc(Cl)cc3)N3CCN(CCO)CC3)c(O)n2n1 (centres undefined) ?
m5-HT2A agonist: -8; CaV13 FRET inh: -3; ABCB6 inh 2: 101; Cardio protect: 10; Granule exo inh: 2; hiPSC survival: 0.7; Glyco luc inh: 0; Vif imaging: 1; aDG glyco up: 0.0

Results for COc1ccc(C)cc1NC(=O)NNC(=O)C(C)Oc1ccc(F)cc1Cl (centres undefined) ?
PDI inh: -6; m5-HT2A agonist: 3; CaV13 FRET inh: -6; ABCB6 inh 2: 94; Cardio protect: -4; Granule exo inh: -2; hiPSC survival: -0.1; Glyco luc inh: 1; Vif imaging: -18; aDG glyco up: 0.0

What do the screens show for `Cn1c(=O)c2cc(NC(=O)CCc3ccc(O)cc3)ccc2n1Cc1cccc(C(F)(F)F)c1`?
PDI inh: -1; m5-HT2A agonist: -7; CaV13 FRET inh: -7; ABCB6 inh 2: 90; Cardio protect: 1; Granule exo inh: -2; hiPSC survival: 0.2; Glyco luc inh: -3; Vif imaging: -2; aDG glyco up: 0.4

How did CC(C)(C)c1cc(N/C=C\c2nnnn2-c2ccc(Br)cc2)no1 do in these assays?
PDI inh: -4; m5-HT2A agonist: 5; CaV13 FRET inh: -4; ABCB6 inh 2: 88; Cardio protect: -11; Granule exo inh: -1; hiPSC survival: -1.5; Glyco luc inh: -4; Vif imaging: -1; aDG glyco up: 0.0

What do the screens show for `CN1CCN(CC#CC(C)(O)C2CC3C=CC2C3)CC1` (centres undefined)?
PDI inh: -4; m5-HT2A agonist: 10; ABCB6 inh 2: 104; Cardio protect: 4; Granule exo inh: 3; hiPSC survival: 9.3; Glyco luc inh: 1; Vif imaging: 2; aDG glyco up: -0.1

Results for O=C(Cn1cnc2sc3c(c2c1=O)CCCC3)NCC(=O)Nc1ccccc1F ?
PDI inh: 0; m5-HT2A agonist: -2; CaV13 FRET inh: -15; ABCB6 inh 2: 93; Cardio protect: -4; Granule exo inh: -2; hiPSC survival: -0.3; Glyco luc inh: 1; Vif imaging: -3; aDG glyco up: -0.4

What do the screens show for `Clc1ccc(Cc2nnc(-c3cccs3)o2)cc1`?
m5-HT2A agonist: -1; CaV13 FRET inh: -4; ABCB6 inh 2: 105; Cardio protect: 0; Granule exo inh: 22; hiPSC survival: -0.5; Glyco luc inh: -6; Vif imaging: 11; aDG glyco up: -0.2

How did O=C(NCc1ccccc1OC(F)(F)F)C1CCC(=O)N(Cc2ccccn2)C1 (centres undefined) do in these assays?
PDI inh: 2; m5-HT2A agonist: 2; CaV13 FRET inh: -7; ABCB6 inh 2: 93; Cardio protect: 2; Granule exo inh: 0; hiPSC survival: -0.5; Glyco luc inh: 3; Vif imaging: -5; aDG glyco up: 0.1

What do the screens show for `Cc1ccccc1NC(=O)c1ccc2c(O)c(S(=O)(=O)c3ccccc3)c(=O)[nH]c2c1`?
PDI inh: 2; m5-HT2A agonist: 0; CaV13 FRET inh: -14; ABCB6 inh 2: 98; Cardio protect: -10; Granule exo inh: -3; hiPSC survival: -0.2; Glyco luc inh: 2; Vif imaging: -3; aDG glyco up: -0.1

What do the screens show for `Cc1ccccc1Nc1nc(N)nc(COC(=O)c2cccc(S(=O)(=O)N(C)c3ccccc3)c2)n1`?
PDI inh: -2; m5-HT2A agonist: -3; CaV13 FRET inh: -4; ABCB6 inh 2: 94; Cardio protect: 15; Granule exo inh: -25; hiPSC survival: -3.2; Glyco luc inh: -2; Vif imaging: -4; aDG glyco up: 0.0

The order is random; overall some 3.1% were active at least once.
